Screening data: PubChem BioAssay, several laboratories
Yfh1-depleted yeast = enhancers of respiration in Yfh1-depleted yeast, dose response, Friedreich's ataxia, plus single-dose screen (AID 1465); fold induction at 50 µM; hits with a dose series show EC50 in µM; 220,000 compounds, 0.074% hits; S. cerevisiae Yfh1-off respiration, WST-1 reduction, 72 h; higher fold induction means a stronger effect;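 active = fold induction of absorbance versus untreated yeast above a set limit, then at least 30% activation at any dose in follow-up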;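 note: activators that raise dye reduction in frataxin-depleted yeast; strong numbers were not always called active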
GPR55 antagonists = GPR55 antagonists blocking LPI-driven arrestin recruitment, primary screen, imaging, U2OS, beta-arrestin-GFP, LPI agonist (AID 2013); U2OS GPR55 beta-arrestin-GFP translocation imaging, LPI antagonism; higher % means a stronger effect; one-dose inhibition, % at 10 µM; IC50 in µM for titrated hits; 290,000 compounds, 0.13% hits;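 active = spots per cell inhibited over 60%, with over 100 cells counted and total cytoplasm intensity under 500,000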;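 note: U2OS cells stably carrying GPR55 and arrestin-GFP stimulated by 5 µM LPI near EC80; imaged beta-arrestin-GFP aggregate spots per cell after agonist stimulation; plate controls were LPI-stimulated DMSO wells for no effect and DMSO wells without LPI for full effect; some results filed as inactive read as strong as hits; confirmed hits need IC50 under 10 µM and bright autofluorescent wells are also inconclusive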
Rac1 GTP hydrolysis = MgcRacGAP GTPase-activating activity inhibitors, confirmation, biochemical, ADP Hunter fluorescence; MgcRacGAP-stimulated Rac1 GTP hydrolysis, ADP Hunter fluorescence; higher % means a stronger effect; GST-tagged Rac1 F28L mutant substrate; one-dose inhibition, % at 30 µM; IC50 in µM for titrated hits; 340,000 compounds, 0.6% hits;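 active = first-screen hits whose inhibition reached a set limit at any dose in the follow-up dose series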;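 note: fluorescence reports GDP produced by GAP-driven GTP hydrolysis; strong numbers were not always called active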
Large T inhibition = SV40 large T antigen inhibitors, biochemical (AID 1903); 310,000 compounds, 0.39% hits; one-dose inhibition, % at 20 µM; IC50 in µM for titrated hits; SV40 large T antigen ATPase/helicase inhibition assay; higher % means a stronger effect; in the data active = a potency from the dose series; note: strong numbers were not always called active
GPR55 beta-arrestin = selective activators of receptor GPR55 – imaging, U2OS cells, beta-arrestin-GFP redistribution, primary screen (AID 1961); 290,000 compounds, 0.048% hits; activation, % at 10 µM; hits with a dose series show EC50 in µM; U2OS GPR55 beta-arrestin-GFP redistribution imaging; higher % means a stronger effect;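 active = activation above 40% with more than 50 cells counted in the well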;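 note: U2OS osteosarcoma cells stably expressing GPR55 and beta-arrestin-GFP; plate controls were DMSO negative control for no effect and LPI positive control for full effect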
NTR1 agonist = agonists of NTR1, primary screen, imaging, U2OS cells, beta-arrestin-GFP, high content (AID 493036); P30989; activation, % at 20 µM; NTR1-U2OS beta-arrestin-GFP spot imaging, agonist mode; 330,000 compounds, 0.17% hits;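 active = activation at or above 40% of the spot to cytoplasm intensity ratio, with at least 20 cells analyzed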;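 note: 0% = DMSO without peptide and 100% = 100 nM NTR1 peptide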
Target sequence (P30989 whole entry, looked up): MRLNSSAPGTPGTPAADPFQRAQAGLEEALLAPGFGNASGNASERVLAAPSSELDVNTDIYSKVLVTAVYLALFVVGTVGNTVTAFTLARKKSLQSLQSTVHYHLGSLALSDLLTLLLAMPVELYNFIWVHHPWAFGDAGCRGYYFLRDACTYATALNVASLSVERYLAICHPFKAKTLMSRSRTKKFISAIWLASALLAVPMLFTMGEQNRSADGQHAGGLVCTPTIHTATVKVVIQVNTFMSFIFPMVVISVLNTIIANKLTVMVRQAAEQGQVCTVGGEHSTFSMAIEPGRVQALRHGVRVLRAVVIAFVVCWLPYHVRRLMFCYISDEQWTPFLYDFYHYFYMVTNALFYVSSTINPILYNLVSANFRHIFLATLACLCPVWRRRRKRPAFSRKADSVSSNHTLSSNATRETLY
AID2073 = disruptors of CaV2.2 binding to Mint1 – biochemical, HTRF (AID 2073). inhibition, % at 20 µM, or IC50 in µM where a hit was titrated. HTRF protein-protein interaction, Mint1-CaV2.2; higher % means a stronger effect. 290,000 compounds, 0.19% hits; in the data active = inhibition mostly above about 51%, no sharp cut-off; note: some results filed as inactive read as strong as hits
GPR35 antagonists = GPR35 antagonists blocking zaprinast-driven arrestin recruitment, primary screen, imaging, U2OS, beta-arrestin-GFP, zaprinast agonist (AID 2058); U2OS GPR35 beta-arrestin-GFP translocation imaging, zaprinast antagonism; higher % means a stronger effect; inhibition, % at 10 µM; hits with a dose series show IC50 in µM; 290,000 compounds, 0.052% hits;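 active = inhibition of at least 50% with at least 30 cells and total cytoplasm GFP at most 10,000,000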
Dengue-2 NS5 capping = Dengue-2 NS5 methyltransferase inhibitors, primary screen, biochemical, confirmation dose response (AID 588689) | inhibition, % at 25 µM; hits with a dose series show IC50 in µM | 340,000 compounds, 0.3% hits | Dengue-2 NS5 methyltransferase capping enzyme assay, biochemical; higher % means a stronger effect; in the data active = a potency from the dose series
NTR1 agonist cell count 20 µM = second read-out of NTR1 agonist, no call of its own (marks repeat the call); cell count; measured here: cell count, cytotoxicity flag
Dengue-2 NS5 capping pilot replicate = recorded beside Dengue-2 NS5 capping, whose call it bears; inhibition, %; measured here: pilot screen replicate inhibition
Starred values were filed as active, the others as inactive; i = inactive; · = no result given; & = joins results of further samples.

Start of the data: the first 3 entries, to show the layout:
SMILES	Yfh1-depleted yeast	GPR55 antagonists	Rac1 GTP hydrolysis	Large T inhibition	GPR55 beta-arrestin	NTR1 agonist	NTR1 agonist cell count 20 µM	AID2073	GPR35 antagonists	Dengue-2 NS5 capping	others
Nc1cc(N)nc(SCc2ccccc2)n1	i	-2%	11%	6%	0.2%	2.7	95	-2%	-4%	-6%
Cc1cc(-c2ccc(C)c(S(=O)(=O)N3CCN(c4ccc([N+](=O)[O-])cc4)CC3)c2)on1	·	0%	7%	5%	0.0%	2.4	67	11%	3%	11%
O=C(Nc1cccc(F)c1)c1ccccc1	i	3%	-6%	-7%	0.0%	-1.0	76	-1%	9%	-2%

Results, from the start:
SMILES	Yfh1-depleted yeast	GPR55 antagonists	Rac1 GTP hydrolysis	Large T inhibition	GPR55 beta-arrestin	NTR1 agonist	NTR1 agonist cell count 20 µM	AID2073	GPR35 antagonists	Dengue-2 NS5 capping	others
Nc1cc(N)nc(SCc2ccccc2)n1	i	-2%	11%	6%	0.2%	2.7	95	-2%	-4%	-6%
Cc1cc(-c2ccc(C)c(S(=O)(=O)N3CCN(c4ccc([N+](=O)[O-])cc4)CC3)c2)on1	·	0%	7%	5%	0.0%	2.4	67	11%	3%	11%
O=C(Nc1cccc(F)c1)c1ccccc1	i	3%	-6%	-7%	0.0%	-1.0	76	-1%	9%	-2%
O=C(O)CC1S/C(=N/N=C/c2ccccn2)NC1=O (stereo not drawn)	i	5%	11%	12%	0.2%	0.3	45	-6%	-4%	1%
Cn1c2ccccc2c2ncn(CCC3=CCCCC3)c(=O)c21	i	16%	6%	15%	0.2%	7.3	83	3%	8%	-3%	Dengue-2 NS5 capping pilot replicate=2.7
CC1(C)CC2(CCO1)CNC(=O)O2 (stereo not drawn)	i	0%	3%	2%	1.3%	6.9	82	-2%	0%	-12%
C[n+]1cc(C(=O)N2CCCCC2)ccc1/C=C/c1c[nH]c2ccccc12	>100µM*	5%	9%	15%	0.3%	-1.7	56	3%	9%	-43%
COc1cccc(NS(=O)(=O)c2ccc3c(c2)CCN3C(C)=O)c1	·	-5%	9%	3%	-0.1%	0.2	87	8%	6%	3%
O=C(Nc1ccccc1NC(=O)C1CCCO1)c1ccco1 (stereo not drawn)	i	-6%	12%	4%	-0.1%	0.8	93	-13%	-11%	-9%
CCOC(=O)N1CCN(C(=O)c2ccc(C)c(S(=O)(=O)N3CCCCC3)c2)CC1	·	-4%	4%	-15%	-0.1%	0.2	49	0%	0%	-2%
NS(=O)(=O)c1ccc(NC(=S)NC(=O)c2ccc3c(c2)OCO3)cc1	i	12%	7%	0%	-0.2%	1.6	53	28%	3%	·
O=C(Nc1ccc(Cl)cc1)Nc1ccc(N2CCOCC2)cc1	i	0%	16%	3%	0.0%	-0.8	92	-19%	6%	-4%
CCCSc1ccc(-c2nn(-c3ccccc3)cc2/C=C(/C#N)C(=O)N2CCOCC2)cc1	i	<0.5µM*	-2%	3%	0.3%	3.6	71	23%	8%	-10%
O=C(/C=C/c1ccc([N+](=O)[O-])cc1)NCc1ccccn1	i	2%	-5%	3%	0.1%	-0.6	45	-10%	2%	0%
O=C(Nc1ccccc1N1CCCC1)C1CCN(S(=O)(=O)c2ccc(F)cc2)CC1	·	·	4%	12%	·	0.5	59	·	·	-1%
COc1cc(C(=O)NNC(=O)c2ccccc2Br)ccc1OCC(=O)N1CCOCC1	·	·	2%	13%	·	0.1	66	·	·	-6%
COc1ccc(NC(=O)CN2CCN(c3ccc(F)cc3)CC2)cc1Cl	i	5%	-5%	8%	-0.2%	0.7	50	-7%	0%	1%
CC1CCN(S(=O)(=O)c2ccc(NC(=O)CN3CCOCC3)cc2)CC1	i	-10%	5%	10%	-0.1%	1.7	57	-6%	10%	-10%
CCc1ccc(NC(=S)N(CCOC)C2CCN(C(C)=O)CC2)cc1	·	8%	8%	10%	-0.3%	-0.7	82	-6%	-8%	-4%
O=C(NCCCOc1cccc(CN2CCCCC2)c1)c1ccc(Cl)c(Cl)c1	i	15%	24%	4%	0.0%	5.7	42	6%	-6%	-1%
COCC(=O)N(Cc1cc2ccccc2[nH]c1=O)c1ccc(OC)cc1	i	0%	9%	-15%	-0.2%	1.8	52	3%	1%	-6%
CCN(CC)S(=O)(=O)c1cccc(-c2nnc(SCC(N)=O)n2C)c1	i	3%	11%	2%	-0.3%	-0.6	56	2%	-9%	-3%
O=C(Nc1nccs1)c1ccc(COc2ccccc2)o1	·	-4%	-1%	22%	-0.3%	-0.2	65	2%	1%	-12%
CC(=O)c1cccc(NC(=S)N2CCN(c3ccccn3)CC2)c1	·	8%	7%	15%	-0.1%	-0.1	60	-8%	-11%	-3%
COc1ccc(-c2csc(N3CCN(c4cc(C)nc5ccccc45)CC3)n2)cc1OC	i	8%	4%	-8%	0.2%	44*	56*	9%	42%	4%
CC1Cc2ccccc2N1C(=S)NC(=O)c1ccco1 (stereo not drawn)	i	5%	9%	8%	-0.3%	-0.9	65	13%	-5%	1%
CCn1c(COc2ccccc2C)nnc1SCC(=O)Nc1cc(C)on1	i	-2%	-2%	12%	-0.2%	0.2	75	10%	-8%	4%
O=C(NN1C(=O)/C(=C/c2cccs2)SC1=S)c1ccccc1	i	-1%	8%	3%	-0.2%	-1.5	59	-8%	-4%	-2%
Cc1ccc(OCC(=O)Nc2cccc(S(=O)(=O)N3CCCCCC3)c2)cc1C	·	·	4%	15%	·	2.8	49	·	·	-1%
O=C(O)CCCCCN1C(=O)CSC1=S	i	2%	1%	0%	-0.1%	-0.5	53	-12%	2%	1%
Cc1nc2c(C)cccc2c2c1COC2	i	4%	13%	10%	-0.2%	-0.9	45	6%	-8%	-6%
Clc1ccccc1OCc1nc(-c2ccccn2)no1	·	7%	9%	7%	-0.1%	-2.1	80	3%	-8%	-2%
Cc1cc(C)n(CC(=O)Nc2ccc(N3CCOCC3)c(Cl)c2)c(=O)c1C#N	·	-8%	4%	3%	-0.2%	-0.1	41	-3%	-10%	-6%
Cc1ccc(Cn2c(C3CCCN3c3nc(-c4ccc(F)cc4)cs3)nc3cc(C(F)(F)F)ccc32)cc1 (stereo not drawn)	i	·	-5%	5%	·	-3.6	82	·	·	-6%
CC1CCN(C(=O)C(C)Sc2nc(-c3ccccc3)cc(C(F)(F)F)n2)CC1 (stereo not drawn)	i	-9%	6%	6%	0.1%	7.8	40	-2%	-3%	-2%
CCC(CC)C(=O)Nc1cccc(SC)c1	i	10%	·	·	-0.1%	0.7	55	-4%	4%	·
O=C(CCCn1c(=S)[nH]c2ccccc2c1=O)NCc1ccco1	i	1%	8%	5%	0.4%	-0.1	89	-24%	-17%	-8%
CN1CCN(C(=S)NCCc2ccccc2)CC1	i	-14%	19%	-2%	-0.2%	-0.3	53	-8%	1%	-3%
CC(C)Cn1cnc2c1c(=O)n(CC(=O)Nc1ccc3c(c1)OCO3)c(=O)n2Cc1ccccc1	i	14%	5%	6%	0.0%	-1.1	92	3%	2%	-4%
CCOc1ccc(N(C)S(=O)(=O)c2cnc[nH]2)cc1	·	6%	9%	7%	0.6%	0.2	82	16%	5%	2%
CC(C)[C@H](N[C@@H](C)c1ccccc1)c1c(O)ccc2ccccc12	·	-7%	17µM*	25%	-0.2%	2.8	56	3%	-6%	5%	Dengue-2 NS5 capping pilot replicate=-2.4
CC(=O)c1ccc(S(=O)(=O)NC2CC(=O)N(c3cccc(F)c3)C2)cc1 (stereo not drawn)	·	·	5%	7%	·	0.8	65	·	·	-9%
CCOC(=O)c1c(C)nc(C)c(C(=O)OCC)c1-c1ccccc1	i	-8%	9%	-2%	0.4%	-2.1	49	-17%	-8%	-6%
Cc1ccc(CNC(=O)C2CCC(=O)N(C3CCCC3)C2)c(F)c1F (stereo not drawn)	·	10%	7%	16%	-0.3%	0.7	67	10%	2%	-1%
O=C(N/N=C/c1cccc(O)c1)c1ccc2c(c1)OCCO2	·	2%	2%	25%	0.9%	-0.9	59	2%	-8%	-11%
COc1ccc(S(=O)(=O)N2CCc3ccccc32)cc1C(=O)OCc1nnc(-c2ccccc2)o1	i	8%	3%	8%	-0.2%	-2.2	77	14%	-17%	-1%
COC(=O)c1cc2nc(-c3ccc(OC)c(OC)c3)cc(C(F)(F)F)n2n1	i	6%	4%	14%	-0.3%	0.4	60	2%	5%	7%
CN(C(=O)Cc1csc(-c2ccccc2)n1)c1c(N)n(Cc2ccccc2)c(=O)[nH]c1=O	·	·	3%	7%	·	-0.1	74	·	·	-7%
O=C(Nc1ccccc1)Nc1ccccn1	i	18%&-1%	0%	2%&2%	0.1%&-0.1%	0.5	87	11%&2%	-6%&16%	-7%
Cc1c(NC(=O)c2ccc3c(c2)C(=O)N(Cc2ccco2)C3=O)cccc1C(=O)O	i	2%	7%	10%	0.1%	0.0	87	0%	4%	6%
CCOC(=O)CNC(=S)N(CCCN1CCCC1)Cc1cccs1	i	10%	-1%	6%	0.2%	-0.8	66	1%	12%	-1%
O=[N+]([O-])c1ccc(N/N=C2/CCCCC2c2ccccn2)c([N+](=O)[O-])c1 (stereo not drawn)	i	17%	8%	25%	0.9%	2.9	81	13%	-10%	35%
CCOc1cccc(/C(O)=C2/C(=O)C(=O)N(Cc3cccnc3)C2c2ccco2)c1 (stereo not drawn)	i	18%	1%	2%	0.2%	-1.1	81	17%	3%	5%
COc1ccc(CNC(=O)c2ccccc2C(=O)O)cc1	i	-4%	0%	6%	-0.2%	-1.7	49	1%	13%	2%

Of the compounds above, three contain a nitro group on carbon:
SMILES	Yfh1-depleted yeast	GPR55 antagonists	Rac1 GTP hydrolysis	Large T inhibition	GPR55 beta-arrestin	NTR1 agonist	NTR1 agonist cell count 20 µM	AID2073	GPR35 antagonists	Dengue-2 NS5 capping	others
Cc1cc(-c2ccc(C)c(S(=O)(=O)N3CCN(c4ccc([N+](=O)[O-])cc4)CC3)c2)on1	·	0%	7%	5%	0.0%	2.4	67	11%	3%	11%
O=C(/C=C/c1ccc([N+](=O)[O-])cc1)NCc1ccccn1	i	2%	-5%	3%	0.1%	-0.6	45	-10%	2%	0%
O=[N+]([O-])c1ccc(N/N=C2/CCCCC2c2ccccn2)c([N+](=O)[O-])c1 (stereo not drawn)	i	17%	8%	25%	0.9%	2.9	81	13%	-10%	35%

Of the compounds above, two have a thiophene ring, fused or not.
SMILES	Yfh1-depleted yeast	GPR55 antagonists	Rac1 GTP hydrolysis	Large T inhibition	GPR55 beta-arrestin	NTR1 agonist	NTR1 agonist cell count 20 µM	AID2073	GPR35 antagonists	Dengue-2 NS5 capping	others
O=C(NN1C(=O)/C(=C/c2cccs2)SC1=S)c1ccccc1	i	-1%	8%	3%	-0.2%	-1.5	59	-8%	-4%	-2%
CCOC(=O)CNC(=S)N(CCCN1CCCC1)Cc1cccs1	i	10%	-1%	6%	0.2%	-0.8	66	1%	12%	-1%
